FBW7 act – human FBW7 E3 ligase activation, primary screen. Q969H0. AlphaScreen FBW7–phospho-cyclin E peptide binding, activator screen. normalized activity (activation), % at 26.1 µM. 650,000 compounds, 0.13% hits. AID 1259310; in the data active = normalized activity above about 1.9%;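 also: purified mutant Fbw7 with reduced substrate affinity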
Target sequence (Q969H0 whole entry, looked up): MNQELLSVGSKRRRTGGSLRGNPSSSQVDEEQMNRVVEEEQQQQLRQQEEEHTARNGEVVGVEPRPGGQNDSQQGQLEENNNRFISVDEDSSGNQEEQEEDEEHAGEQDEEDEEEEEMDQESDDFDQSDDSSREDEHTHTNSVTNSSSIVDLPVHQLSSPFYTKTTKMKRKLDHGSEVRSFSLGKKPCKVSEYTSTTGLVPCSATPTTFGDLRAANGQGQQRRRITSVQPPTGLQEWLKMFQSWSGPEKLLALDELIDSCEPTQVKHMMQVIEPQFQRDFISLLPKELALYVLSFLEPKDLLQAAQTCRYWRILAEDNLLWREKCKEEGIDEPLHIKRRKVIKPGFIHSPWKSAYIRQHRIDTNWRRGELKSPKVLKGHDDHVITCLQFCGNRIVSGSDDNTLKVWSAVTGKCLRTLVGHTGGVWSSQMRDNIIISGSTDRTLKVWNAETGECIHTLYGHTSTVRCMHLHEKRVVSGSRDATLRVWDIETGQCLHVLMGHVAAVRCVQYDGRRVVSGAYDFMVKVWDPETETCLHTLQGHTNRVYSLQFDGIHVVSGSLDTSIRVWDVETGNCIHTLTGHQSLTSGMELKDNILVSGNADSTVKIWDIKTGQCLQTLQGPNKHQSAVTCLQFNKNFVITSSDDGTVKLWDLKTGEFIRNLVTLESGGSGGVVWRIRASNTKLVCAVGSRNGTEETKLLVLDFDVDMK
TEAD-YAP block – TEAD-YAP interaction inhibition. HEK-TIYL cells, TEAD-Gal4/YAP UAS-luciferase luminescence. inhibition, % at 9.12 µM. 640,000 compounds, 1.4% hits. AID 1259422; in the data active = inhibition above about 32%;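 also: 0% = median of test compound wells and 100% = reference inhibitor wells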
MITF inh – human MITF inhibition, primary screen | O75030 | AlphaScreen MITF homodimerization, bead proximity signal | inhibition, % at 2.6 µM | 650,000 compounds, 0.91% hits; in the data active = inhibition above about 50%;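 also: 0% = vehicle wells with protein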
GPR151 ag – activators of human GPR151; Q8TDV0; PathHunter beta-arrestin GPR151 cells, luminescence; activation, % at 11.2 µM; 650,000 compounds, 1% hits; AID 1508602; in the data active = activation above about 4.9%;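 also: 0% = median of compound wells and 100% = cells with positive control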
Starred values were filed as active, the others as inactive; & = joins results of further samples.

SMILES,FBW7 act,TEAD-YAP block,MITF inh,GPR151 ag
FC(F)(F)c1cccc(Nc2nc3ccccc3n3cnnc23)c1,0.0,-3,2,-0.3
CN(C)c1ccc(C2C(C#N)=C(N)N(N(C)C)C3=C2C(=O)CC(C)(C)C3)cc1 (stereo unspecified),-0.1,8,13,0.2
NC(=O)C1CCN(C(=O)c2csc(Nc3ccc(Cl)c(Cl)c3)n2)CC1,-0.1,10,10,0.9
O=C1CC2(CCN(C(=O)CCCl)CC2)Oc2ccccc21,0.1,4,13,-0.6
Fc1cccc(Cl)c1COc1ccc(-c2nc(-c3ccccc3)c(-c3ccccc3)[nH]2)cc1,0.1,12,19,0.6
COc1ccc(Cl)cc1C(=O)Nc1nncs1,0.2,3,2,0.1
COc1ccc(NC(=O)CSc2cccc[n+]2[O-])c(OC)c1,0.2,9,4,0.7
CCOc1cccc(C2CC(c3cccc(OC)c3)=NC(c3ccccc3F)N2)c1O (stereo unspecified),0.7,-10,-4,0.1
CC(C)=CCN1CCN(Cc2ccc3nsnc3c2)CC1CCO (stereo unspecified),0.0,5,9,-0.3
COCCCNC(=S)NNS(=O)(=O)c1ccc(OC)c(OC)c1,0.1,1,14,-0.3
COc1ccc(Cl)cc1NC(=S)N1CCCCC1CO (stereo unspecified),-0.1,-4,6,-0.4
O=C(O)C1(c2ccccc2)CCN(S(=O)(=O)c2ccccc2)CC1,0.1,-2,16,-1.4
COC(=O)C1=C(C)N=c2s/c(=C\c3ccc(OC(C)=O)cc3OC(C)=O)c(=O)n2C1c1ccccc1 (stereo unspecified),0.2,-2,1,-1.8
O=C(NN1C(=O)/C(=C\c2cccnc2)SC1=S)c1ccccc1Cl,-0.2,9,-5,2.4
COCCNc1nc(Cc2ccccc2)nc2sc3c(c12)CCCC3,0.0,8,12,0.0
O=C(C1CCCO1)N1CCN(C(=S)Nc2ccccc2)CC1 (stereo unspecified),0.1,-2,15,-0.7
Cc1ccc(OCC(O)CN(Cc2ccccc2)Cc2ccccc2)cc1 (stereo unspecified),0.0,-7,-5,0.8
Oc1[nH]c2ccccc2c1/C=N/N1CCOCC1,0.1,13,12,1.6
COc1ccc(C(=O)COC(=O)c2ccc(SC)cc2OC)c(OC)c1,0.1,-3,-4,-1.5
Cc1ccc(CNC(=O)CCC2CCCN(Cc3ccc(Cl)cc3)C2)o1 (stereo unspecified),-0.1,6,3,2.7
COc1cc(C2=N/C(=C\c3ccccc3)C(=O)O2)cc(OC)c1OC,0.0,5,0,0.3
O=C(Nc1ccc2[nH]c3nc4ccccc4nc3c2c1)c1ccco1,-0.1,5,-4,1.0
Cc1ccc(C)c(OCC(=O)NNC(=O)c2ccc(Br)o2)c1,-0.1,-10,-3,1.7
COC(=O)C1=CN(Cc2ccc(OC)cc2)C=C(C(=O)OC)C1c1ccc(OC)cc1,0.0,8,11,-1.7
CC(=O)N(C)c1ccc(C(O)(C(F)(F)F)C(F)(F)F)cc1,0.0,-6,-5,0.8
Cc1cc(C)nc(Nc2nc(-c3ccccc3)c3ccc(Cl)cc3n2)n1,0.1,-1,1,2.9
Cc1nnc(NC(=O)C2(NC(=O)Nc3ccccc3C(F)(F)F)CCCCC2)s1,0.0,6,12,0.0
CCN1c2ncccc2C(=O)NC12CCN(C(=O)CCn1nccc1C)CC2,-0.1,-9,-3,2.6
COc1ccc2[nH]c3c(=O)[nH]cnc3c2c1,0.7,15,22,1.8
CN1C(=O)c2ccccc2C(C(=O)N2CCOCC2)C1c1cn(C)c2ccccc12 (stereo unspecified),0.4,-15,-11,-0.9
COc1ccc(-c2nc(C)ncc2-c2csc(C)n2)c(O)c1OC,0.0,-7,3,0.1
O=C(c1ccc(Cl)c([N+](=O)[O-])c1)N1CCCC1,0.1,9,-2,-1.1
COc1ccc(N2CC(NC(=O)c3ccc(Br)o3)CC2=O)cc1 (stereo unspecified),0.1,6,0,0.4
CC(C)(C)C(=O)Nc1ccccc1I,0.1,0,5,1.3
Cc1cc2nc3c(=O)[nH]c(=O)nc-3n(CC(O)C(O)C(O)CO)c2cc1C (stereo unspecified),-0.1&0.0,-5&-5,17&3,0.1&0.1
COc1ccc(NC(=O)c2c(F)cccc2F)cc1N1CCCC1=O,0.0,-4,-6,-0.2
CCNC(=O)c1nn(CC2CC2)c2c1CN(C1CCSC1)CC2 (stereo unspecified),-0.1,3,-7,0.6
CCC(=O)N1CCN(c2nc(-c3ccc(Cl)cc3)cs2)CC1,0.0,0,2,-0.6
CCc1ccccc1NC(=O)CSc1nc2nc(C)c(Cc3ccc(C)cc3)c(C)n2n1,0.0,-3,-5,3.7
O=C(c1ccccc1Cl)n1c(Cc2ccccc2)nc2ccccc21,0.2,-8,15,-1.5
CCN(CC)S(=O)(=O)c1ccc(C(=O)Nc2nc3c(ccc4ccccc43)s2)cc1,-0.1,3,8,1.7
COc1cccc(C(=O)N2CCN(Cc3ccccc3Cl)CC2)c1,-0.5,-14,40,-1.1
COc1cccc(NC2=NCC(=O)N2Cc2cccs2)c1,-0.4,-19,-12,1.1
O=C(NCc1ccccc1Cl)c1ccc(CNc2c(N3CCOCC3)c(=O)c2=O)cc1,0.0,-9,-3,0.5
Cc1nn(C)c(C)c1-c1nc(NCCc2ccc(O)cc2)c2ncn(CCN3CCCC3=O)c2n1,-0.1,-9,-3,-1.2
CC(C)(C)c1nc(Cc2nc3ccccc3[nH]2)no1,-0.2,-18,3,-1.1
COCCNC(=O)C(CC(C)C)N1C(=O)c2ccccc2C1=O (stereo unspecified),0.1,2,13,-0.2
Cn1c(SCc2cccc3ccccc23)nnc1-c1c[nH]c2ccccc12,-0.1,-2,-7,1.2
CSc1ccccc1C(=O)NCC1Cc2cc(F)cc(-c3cnccn3)c2O1 (stereo unspecified),0.1,-2,-9,1.6
CCN(CC)c1ccc(Nc2nc(-c3c(C)nc4cc(C)ccn34)cs2)cc1,-0.6,5,18,1.0
O=C(NCc1cccnc1)c1cnc(N2CCN(Cc3ccc4c(c3)OCO4)CC2)s1,0.1,2,1,-1.3
O=C(NCCN1CCOCC1)c1cccc(-n2ncc3cc(Nc4ccsc4Cl)ccc32)c1,0.2,5,-191,-1.1
COc1ccc(Cl)cc1S(=O)(=O)NCCCN1CCOC(c2ccccc2)C1 (stereo unspecified),0.0,4,-4,1.4
CC(=O)Nc1ccc(-c2nc(-c3ccccc3)c(-c3cccc4ccccc34)[nH]2)cc1,0.1,0,16,-0.6
CCNC(=S)NNC(=O)c1ccc(NS(=O)(=O)c2ccc3c(c2)OCCO3)cc1,-0.3,8,-4,-1.3
CC(=O)c1cc(CC(=O)N2CCC(N3CCC(C(=O)NC4CC4)CC3)CC2)cs1,-0.2,-5,-4,0.4
COc1ccc2c(c1)-c1c(ssc1=S)C(C)(C)N2C(=O)CN1C(=O)c2cccc3cccc(c23)C1=O,-0.1,1,2,0.5
COc1cc(C(=O)N2CCCC2)c([N+](=O)[O-])cc1OC,-0.2,1,9,1.6
COc1ccc(N(C(C)C(=O)NCc2ccco2)S(C)(=O)=O)cc1 (stereo unspecified),0.1,6,15,0.7
CCN(CC)c1ccc(C2C(C(=O)Nc3cccc(C)n3)=C(C)NC3=C2C(=O)CCC3)cc1 (stereo unspecified),0.0,2,1,0.1

Shown field by field: three of the compounds above
> O=C(NCCN1CCOCC1)c1cccc(-n2ncc3cc(Nc4ccsc4Cl)ccc32)c1
  FBW7 act: 0.2
  TEAD-YAP block: 5
  MITF inh: -191
  GPR151 ag: -1.1
> COc1ccc(Cl)cc1S(=O)(=O)NCCCN1CCOC(c2ccccc2)C1 (stereo unspecified)
  FBW7 act: 0.0
  TEAD-YAP block: 4
  MITF inh: -4
  GPR151 ag: 1.4
> CC(=O)Nc1ccc(-c2nc(-c3ccccc3)c(-c3cccc4ccccc34)[nH]2)cc1
  FBW7 act: 0.1
  TEAD-YAP block: 0
  MITF inh: 16
  GPR151 ag: -0.6

(cont.)
SMILES,FBW7 act,TEAD-YAP block,MITF inh,GPR151 ag
NC(=O)c1c(NC(=O)CNC2CCCCC2)sc2c1CCCC2,-0.2,11,5,-0.7
CC(=O)N1CCc2nc(-c3cccnc3)nc(N3CCCCC3)c2C1,-0.2,5,6,2.9
COc1ccc2c(CC(=O)Nc3cccc(Br)c3)coc2c1,0.2,-9,18,-0.9
N#C/C(=C\c1cccc(Cl)c1)C(=O)Nc1cc([N+](=O)[O-])ccc1F,0.2,9,2,1.3
CC(=O)NCCNC(=O)c1ccc(C)c(NC2=NC3CS(=O)(=O)CC3S2)c1 (stereo unspecified),0.4,2,8,-1.8
CCn1c(SCC(=O)NC2CCCCC2)nc2c(c1=O)SC(C)C2 (stereo unspecified),-0.4,-3,10,1.0
C=C(C)CNc1nc(-c2ccccc2)cs1,-0.2,-26,-3,-4.0
COc1ccc(/C=N/NC(=O)CC(=O)N/N=C/c2ccc(OC)cc2)cc1,0.2,2,-7,0.3
O=C1C2=C(Nc3ccccc3SC2c2cccc(O)c2)c2ccccc21 (stereo unspecified),-0.3,-18,3,1.7
CCOC(=O)c1c(NC(=O)C(C)Sc2nnc(CNC(=O)c3cccs3)n2C)sc2c1CCCC2 (stereo unspecified),-0.1,-4,-6,3.5
O=C(CCl)N1CCN(c2ccc([N+](=O)[O-])cc2)CC1,0.3,34*,7,0.0
COc1ccc(OC)c(S(=O)(=O)N(C)CC(=O)N2CCc3ccccc3C2)c1,0.0,-6,-5,-0.9
COc1ccc(-n2nc3cc(C)c(NC(=O)c4cc5ccccc5o4)cc3n2)cc1,-0.2,-12,-1,0.6
N#CCCn1c2ccccc2c2nc3ccccc3nc21,0.0,-6,5,2.8
COC(=O)c1ccccc1NC(=O)CSc1nnc(-c2ccc(C(C)(C)C)cc2)n1-c1ccccc1,-0.1,25,-11,0.0
CC(=O)CC(=O)c1ccc2ccccc2c1,0.0,-2,7,0.2
COc1ccc(-c2nnc(NC(=O)Cc3cccs3)s2)cc1,0.1,-11,11,-1.1
CCN(CC)C(=O)CSc1nc2ccccc2c(=O)n1CC1CCCO1 (stereo unspecified),0.2,13,14,-1.3
CC(=O)CCc1ccc(OCCCN2CCN(Cc3ccccc3)CC2)cc1,-0.1,1,59*,0.2
COc1ccc(Cn2c(=O)c3oc4ccccc4c3n(CC(=O)Nc3ccccc3OC)c2=O)cc1,0.7,4,-9,-0.3
N#Cc1c(NC(=O)Cc2ccccc2)sc2c1CCC2,0.0,-20,4,2.3
N#Cc1c(SCC(=O)N2CCCCC2)nsc1SCC(=O)N1CCCCC1,0.0,-9,4,1.3
Cc1c(C(=O)NC2CCCCC2)oc2ccc(S(=O)(=O)N3CCOCC3)cc12,-0.1,24,-112,-0.1
COc1ccc(/C=C2N=C(/C=C/c3ccccc3)OC/2=O)c(OC)c1,0.0,3,3,0.4

Of the compounds above, these have a nitro group on carbon:
SMILES,FBW7 act,TEAD-YAP block,MITF inh,GPR151 ag
O=C(c1ccc(Cl)c([N+](=O)[O-])c1)N1CCCC1,0.1,9,-2,-1.1
COc1cc(C(=O)N2CCCC2)c([N+](=O)[O-])cc1OC,-0.2,1,9,1.6
N#C/C(=C\c1cccc(Cl)c1)C(=O)Nc1cc([N+](=O)[O-])ccc1F,0.2,9,2,1.3
O=C(CCl)N1CCN(c2ccc([N+](=O)[O-])cc2)CC1,0.3,34*,7,0.0

New compounds follow.
SMILES,FBW7 act,TEAD-YAP block,MITF inh,GPR151 ag
O=C1OC(/C=C\c2cccc([N+](=O)[O-])c2)=NC/1=C/c1cccc(Cl)c1,-0.1,8,7,-1.2
COc1cc(C)c(C(C)C)cc1S(=O)(=O)NCCCn1ccnc1,-0.2,6,3,0.3
COCCOC(=O)C1=C(C)NC(=O)NC1c1ccc(Cl)c(Cl)c1 (stereo unspecified),-0.2,-2,5,1.5
NNC(=O)CNc1c(-c2c[nH]c3ccccc23)nc2ccc(Br)cn12,0.0,-17,7,-0.5
COc1ccccc1-c1n[nH]c(=S)n1Cc1ccco1,0.6,2,9,0.4
COC(=O)C1=CN(Cc2cccs2)C=C(C(=O)OC)C1c1ccc(C)s1,0.8,-6,-6,-1.8
Cc1cccc(NC(=O)Cc2nn(C)c(=O)c3ccccc23)c1,-0.4,45*,7,0.6
COc1ccc(NC(=O)CN2CCCC(c3nc4ccccc4[nH]3)C2)cc1 (stereo unspecified),0.1,9,19,2.2
CC(=O)Nc1ccc(Nc2cc(C)nc(Nc3ccc(N4CCOCC4)cc3)n2)cc1,-0.1,-1,19,0.0
CC1CCc2nc(SCC(=O)N3c4ccccc4Sc4ccccc43)c(C#N)cc2C1 (stereo unspecified),0.1,4,-4,0.0
COCC(C)NC(=O)c1ccccc1OC(C)=O (stereo unspecified),-0.1,11,-11,0.3
CCC(O)CNC1CCN(c2ccc(NC(=O)c3ccc(C)cc3C)cc2)CC1 (stereo unspecified),0.1,-2,2,-0.7
C=CCn1c(-c2ccccc2[N+](=O)[O-])n[nH]c1=S,0.0,0,-5,4.8
COc1cc(C(=O)NCC(O)c2ccc(Cl)cc2)cc(-c2cc3cn[nH]c3cc2F)c1 (stereo unspecified),0.0,3,27,-1.1
COc1ccc(CCC(=O)N2CCC(Cn3ccnc3C(C)C)CC2)cc1,0.7,17,5,0.1
